# EBV LMP1 NFkB = EBV LMP1-driven NF-kappaB luciferase reporter inhibitors, primary screen, cell-based, luminescence, single point; LMP1-induced NF-kappaB luciferase reporter cells; inhibition, % at 12.5 µM; hit rate 0.69% among 350,000; AID 504558, 2011; in the data active means inhibition above about 41%;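 further: 0% = neutral control wells and 100% = reference inhibitor control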
# TROY NFkB inh = inhibitors of TROY-driven NF-kB signaling, primary screen, Q293 LMP1-TROYcd cells, NF-kB luciferase, uHTS; AID 1347056, 2019; hit rate 0.98% among 360,000; inhibition, % at 10 µM; Q293 LMP1-TROYcd NF-kB luciferase reporter, 4 h;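 active means compounds whose plate-normalised and pattern-corrected inhibition of the luciferase reporter signal at the single screening dose is 50% or more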
# LRH-1 inv ag = LRH-1 (NR5A2) inverse agonists, primary screen, cell-based, luminescence, HEK293T, StAR-luciferase reporter | Nuclear receptor subfamily 5 group A member 2 (Homo sapiens), O00482 | LRH-1 transfected, 24 h | inhibition, % at 3.6 µM | hit rate 0.13% among 360,000 | AID 602396, 2012;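 active means inhibition above the mean inhibition of all tested compounds plus 3 SD, cut at about 73% in these data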;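 further: 0% = DMSO wells and 100% = reporter-only cells lacking LRH-1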
# SRC1 inh = SRC1 coactivator transcriptional activity inhibitors, primary screen, cell-based, luminescence | HEK293 GAL4-SRC1 luciferase reporter | inhibition, % at 3.6 µM | hit rate 0.12% among 360,000 | AID 588354, 2011;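 active means inhibition above the campaign mean plus 3 SD, with each screening campaign given its own cutoff, cut at about 60% in these data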;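 further: 0% = DMSO treated cells and 100% = gossypol at 36 µM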
# TLR9-MyD88 inh = inhibitors of TLR9-MyD88 association in cells, primary screen, cell-based, CHO, BLA complementation, fluorescence; hit rate 0.21% among 340,000; CCF4 FRET ratio; inhibition, % at 4.98 µM;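 active means inhibition above the mean over all tested compounds plus 3 SD, cut at about 21% in these data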;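 further: 0% = DMSO only wells and 100% = clavulanate BLA inhibitor control wells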
# Target sequence (Q99836 whole entry, looked up): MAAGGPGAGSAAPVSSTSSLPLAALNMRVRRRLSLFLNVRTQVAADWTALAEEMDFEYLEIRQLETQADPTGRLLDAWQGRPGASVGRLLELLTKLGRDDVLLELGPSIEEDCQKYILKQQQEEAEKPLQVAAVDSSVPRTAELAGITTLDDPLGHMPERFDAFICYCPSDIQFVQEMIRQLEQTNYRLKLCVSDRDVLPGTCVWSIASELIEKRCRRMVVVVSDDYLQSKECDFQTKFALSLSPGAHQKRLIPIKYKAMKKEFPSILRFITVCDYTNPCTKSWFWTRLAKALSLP
# Target sequence (Q9NR96 whole entry, looked up): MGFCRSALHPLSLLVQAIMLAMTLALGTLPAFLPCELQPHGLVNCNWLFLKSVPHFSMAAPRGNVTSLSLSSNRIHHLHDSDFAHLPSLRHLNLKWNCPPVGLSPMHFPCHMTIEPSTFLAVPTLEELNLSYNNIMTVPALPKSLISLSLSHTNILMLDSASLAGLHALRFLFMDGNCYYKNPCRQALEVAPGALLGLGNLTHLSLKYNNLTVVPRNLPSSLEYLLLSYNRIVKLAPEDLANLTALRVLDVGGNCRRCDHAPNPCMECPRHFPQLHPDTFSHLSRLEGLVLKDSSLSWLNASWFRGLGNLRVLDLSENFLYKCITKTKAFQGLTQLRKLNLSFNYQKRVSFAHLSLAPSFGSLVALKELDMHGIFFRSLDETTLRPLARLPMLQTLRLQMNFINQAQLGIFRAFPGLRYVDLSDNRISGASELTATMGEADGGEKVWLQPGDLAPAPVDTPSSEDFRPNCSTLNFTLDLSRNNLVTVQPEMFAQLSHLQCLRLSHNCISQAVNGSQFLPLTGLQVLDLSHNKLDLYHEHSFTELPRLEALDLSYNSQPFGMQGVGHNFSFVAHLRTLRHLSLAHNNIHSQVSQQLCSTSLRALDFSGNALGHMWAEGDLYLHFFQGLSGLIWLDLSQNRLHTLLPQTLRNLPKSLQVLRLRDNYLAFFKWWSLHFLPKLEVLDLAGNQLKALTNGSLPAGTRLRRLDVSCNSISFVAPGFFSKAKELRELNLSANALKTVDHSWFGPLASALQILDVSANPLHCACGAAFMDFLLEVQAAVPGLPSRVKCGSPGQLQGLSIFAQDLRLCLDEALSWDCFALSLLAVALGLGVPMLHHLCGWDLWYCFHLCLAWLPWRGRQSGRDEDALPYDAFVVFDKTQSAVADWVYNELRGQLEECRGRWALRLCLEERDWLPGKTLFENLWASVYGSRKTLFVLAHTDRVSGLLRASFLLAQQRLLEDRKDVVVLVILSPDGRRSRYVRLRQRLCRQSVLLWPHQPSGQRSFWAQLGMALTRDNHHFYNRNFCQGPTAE
# NOD2-RIPK2 inh = NOD2-RIPK2 binding disruptors in cells, primary screen, fluorescence, CHO cells, BLA complementation. Receptor-interacting serine/threonine-protein kinase 2 (Homo sapiens), O43353. CCF4 ratio. inhibition, % at 4.98 µM. hit rate 0.38% among 360,000; in the data active means inhibition above about 21%;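 further: 0% = vehicle only and 100% = reference blocker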
# Vif imaging = HIV Vif self-association inhibitors, primary screen, imaging, HEK293T, single point; HEK293T cells, Vif self-association by quenched fluorescence, 24 h; inhibition, % at 7.49 µM; hit rate 0.35% among 340,000; AID 602346, 2012; in the data active means inhibition above about 50%, passing the limit was not always enough; further: some results filed as inactive read as strong as hits
# TRAIL sens C8 = viability loss with TRAIL in NB7+C8 cells, primary screen, TRAIL sensitizer project, cell-based, ATPlite luminescence; hit rate 1% among 360,000; inhibition (viability loss, TRAIL sensitization), % at 10 µM; AID 624354, 2012;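 active means compounds causing at least 50% loss of cell viability in the single-dose screen, relative to plate controls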
# NCOA3 inh = SRC3 coactivator transcriptional activity inhibitors, primary screen, cell-based, luminescence | inhibition, % at 3.6 µM | hit rate 0.17% among 360,000 | Nuclear receptor coactivator 3 (Homo sapiens), Q9Y6Q9 | AID 588352, 2011 | HEK293 GAL4-SRC3 luciferase reporter;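 active means inhibition above a per-campaign cutoff, the mean of all compounds plus 3 SD, cut at about 60% in these data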;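 further: 0% = DMSO-treated cells and 100% = gossypol-treated cells at 36 µM; higher means less SRC3-driven luciferase light from the GAL4 reporter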
# NCOA2 inhibitor = inhibition of GAL4-SRC2 driven luciferase reporter, primary screen, SRC2 inhibitor project, cell-based, luminescence; HEK293 GAL4-SRC2 luciferase reporter; inhibition, % at 9 µM; hit rate 0.17% among 370,000; AID 651957, 2012;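 active means inhibition above the mean inhibition of all tested compounds plus 3 SD, set per campaign, cut at about 52% in these data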;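 further: 0% = DMSO treated cells and 100% = cells given Gossypol at 36 µM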
# COUP-TFII inh = NR2F2 transcriptional activity inhibitors, primary screen, cell-based, luciferase reporter, HEK293T, luminescence | COUP transcription factor 2 (Homo sapiens), P24468 | inhibition, % at 8.6 µM | HEK293T NGFI-A luciferase reporter | hit rate 0.7% among 370,000;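 active means inhibition above a per-plate cutoff, mean inhibition of test wells between control levels plus 3 SD, cut at about 38% in these data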;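 further: cells cotransfected with COUP-TFII expression vector driving the NGFI-A reporter; 0% = median of COUP-TF2 test wells and 100% = reporter-only cells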
# The depositor's hits bear a star; nt = not tested or not shown. These rows are one share of the data (hit frequency here may not be typical).
molecule	EBV LMP1 NFkB	TROY NFkB inh	LRH-1 inv ag	SRC1 inh	TLR9-MyD88 inh	NOD2-RIPK2 inh	Vif imaging	TRAIL sens C8	NCOA3 inh	NCOA2 inhibitor	COUP-TFII inh
COc1ccc(S(=O)(=O)NC(N)=NCCc2ccccc2)cc1	6	12	12	-32	-7	-10	3	-1	-6	3	0
COc1ccccc1N1CCN(CC(=O)N2N=CCC2c2ccccc2)CC1 (centres undefined)	5	12	8	-11	-2	-3	8	-9	11	-13	12
Cc1cc(-c2ccc(NS(=O)(=O)c3ccccc3)c(C)c2)ccc1NS(=O)(=O)c1ccccc1	-1	2	18	7	0	-7	-1	9	1	16	7
COc1ccccc1-n1cnc2c(c1=O)c1nc3ccccc3nc1n2-c1ccc(C)cc1	-7	26	-6	8	-5	-4	-6	22	17	9	7
Cc1nc(NC(=O)/C=C/c2ccco2)sc1C	-9	-28	-75	-110	1	3	-3	46	-85	-49	-34
Cc1ccc(C2=C(c3ccc([N+](=O)[O-])cc3)C(=O)OC2)cc1C	-9	0	23	-11	7	2	11	9	-7	-6	17
C/C(Cc1ccccc1)=N\NC(=O)CNC(=O)c1cccc(Cl)c1	-5	-14	9	-4	-2	-7	-3	29	7	0	-3
Cc1ccc(-n2nnnc2SCn2nnc3ccccc3c2=O)c(C)c1	5	10	31	10	8	6	-5	11	19	5	15
O=C(CCl)N1c2ccccc2Sc2c1ccc1ccccc21	3	-66	35	-11	-2	9	10	21	-4	22	-33
C[C@H](NC(=O)c1ccccc1Cl)C(=O)NCCc1ccc(S(N)(=O)=O)cc1	-3	9	-17	1	-5	2	9	17	-6	-6	-1
CC(C)(CC(=O)O)CC(=O)Nc1ccc(Oc2ccc(C(C)(C)C)cc2)nc1	nt	11	-2	-6	nt	-16	8	9	36	5	0
Cc1cccc(N2CCN(C3=NC(=O)C(Cc4ccccc4)S3)CC2)c1 (centres undefined)	4	-8	4	3	0	-1	9	-1	19	11	-3
COCCn1c(=NC(=O)c2ccc(S(=O)(=O)N3CCc4ccccc4C3)cc2)sc2cc(OC)ccc21	-8	5	-11	-7	3	-3	2	-11	13	8	16
Cc1cccc(C2CC(c3ccc(F)cc3)Nc3nc(N)nn32)c1 (centres undefined)	7	-17	-13	3	7	-4	11	6	4	10	10
O=C(O)CCCC(=O)NCc1ccccn1	-2	0	-20	-4	-11	10	nt	12	-27	1	7
CC1(C)N([O-])C(c2ccccc2)=C[N+](=O)C1(C)C	-9	-4	15	4	-10	2	-2	-15	5	23	9
CC(C)CC(=O)Nc1ccc(N2CCOCC2)cc1	0	-26	5	-11	-5	-7	-9	-22	-9	-34	-4
CCn1cc(C(=O)NCC(OC)OC)c(=O)c2cc(S(=O)(=O)N3CCOCC3)ccc21	4	-18	-11	5	4	-10	11	-3	-21	2	15
O=C(CSc1nncs1)NC1CCCc2ccccc21 (centres undefined)	11	19	-4	0	-4	-11	-9	-8	-6	-11	5
CCC(C(=O)NC1CCCCCC1)n1nc(C)n2c(cc3occc32)c1=O (centres undefined)	-3	12	8	-3	6	-16	-3	11	1	12	5
C/C=C(\C)C(=O)Nc1cccc(C2=NOC3(C2)C[C@@H](C(N)=O)N(C(=O)/C(C)=C/C)C3)c1 (some centres undefined)	2	-9	-6	-1	-2	-15	-8	-10	-1	-23	9
Cc1ccnc(N2CCC(C(=O)NCc3ccc4c(c3)OCO4)CC2)n1	1	-1	14	18	-2	-2	-1	19	20	2	-12
O=S(=O)(c1cc(F)cc(F)c1)N1CCN(c2ncccn2)CC1	-5	-8	14	6	0	0	-6	16	7	-3	-4
O=C(/C=C/c1ccc(-c2ccccc2)o1)c1ccccc1	2	-19	-49	-48	8	9	-7	13	-37	-27	6
O=C(c1ccco1)N1CCN(c2ncnc3sc4c(c23)CCC4)CC1	16	-11	-1	21	-1	-12	-3	1	19	17	23
Cc1cc2oc(=O)cc(CN(C)Cc3cccc(F)c3)c2cc1C	-14	-47	-10	-19	0	-3	-10	-1	-11	-7	12
N#Cc1c(-c2ccccc2)nc(N2CCOCC2)[nH]c1=O	-9	8	9	-6	-3	-5	-2	-7	7	-18	12
CCc1ccccc1NC(=O)CSc1nnc(-c2ccco2)n1N	-8	3	0	-14	-2	2	-4	-9	15	10	5
O=C(CCC1CCCCC1)Nc1c2c(nn1-c1ccc(F)cc1)CS(=O)(=O)C2	-15	1	7	-3	6	-2	-1	28	-4	10	8
CCOc1ccc(/C=N/NC(=O)CCC(=O)Nc2ccc(F)cc2)cc1	-8	-30	8	0	2	-7	-11	3	-10	1	7

# Three entries from above, ordered by their value in EBV LMP1 NFkB, rising:
SMILES	EBV LMP1 NFkB	LRH-1 inv ag	SRC1 inh	TLR9-MyD88 inh	NOD2-RIPK2 inh	Vif imaging	NCOA3 inh	NCOA2 inhibitor	COUP-TFII inh
N#Cc1c(-c2ccccc2)nc(N2CCOCC2)[nH]c1=O	-9	9	-6	-3	-5	-2	7	-18	12
CCOc1ccc(/C=N/NC(=O)CCC(=O)Nc2ccc(F)cc2)cc1	-8	8	0	2	-7	-11	-10	1	7
O=C(CSc1nncs1)NC1CCCc2ccccc21 (centres undefined)	11	-4	0	-4	-11	-9	-6	-11	5

# (next part)
molecule	EBV LMP1 NFkB	TROY NFkB inh	LRH-1 inv ag	SRC1 inh	TLR9-MyD88 inh	NOD2-RIPK2 inh	Vif imaging	TRAIL sens C8	NCOA3 inh	NCOA2 inhibitor	COUP-TFII inh
CCOc1ccc(OCCn2c(=S)[nH]c3ccccc32)cc1	-6	-16	0	18	6	3	-2	-10	1	9	0
COc1ccc(C(=O)NNC2=CC(=O)CC(C)(C)C2)cc1OC	-2	4	-1	-2	-1	0	-1	2	4	16	4
CC(NC(=O)CN1CCN(Cc2cccc(F)c2)CC1)c1ccccc1 (centres undefined)	-12	10	1	3	-16	-10	-2	-17	17	7	-11
S=C(Nc1ccc(Br)cc1)N1CCn2cccc2C1c1cccnc1 (centres undefined)	0	-73	9	-3	5	0	22	7	-1	21	-4
CC(=O)c1cccc(S(=O)(=O)NC2CCCCCC2)c1	-6	4	5	-4	2	5	-2	-10	11	8	16
C/C=C/c1ccc(OCC(=O)OCc2csc(CC(=O)Nc3ccccc3C)n2)c(OC)c1	1	3	-6	-8	-2	8	4	2	-3	-27	14
COCc1cc(CN(C)C(=O)C2CCC(=O)N(Cc3cccc(OC)c3)C2)[nH]n1 (centres undefined)	7	1	-9	-10	6	0	14	-3	14	-2	22
CCCN1CCN(C(=O)Cn2nc(C)n3c(cc4c(OC)cccc43)c2=O)CC1	-6	8	10	2	3	0	-15	18	-2	-16	-8
CC1CC(NC(=O)c2cc3c(=O)n4ccccc4nc3n2C)CC(C)(C)C1 (centres undefined)	-3	-6	7	-23	-7	-15	-16	8	-2	-9	1
CCCSc1nsc(NC(=O)CCC)n1	-37	-43	-141	-110	1	-6	12	13	-72	-22	-45
Cc1cc2cc(CCNC(=O)c3ccc(Br)o3)c(=O)[nH]c2cc1C	1	5	-15	-1	-9	-5	8	2	-14	-11	12
CCc1nc2ccc(C(=O)N3CCN(S(=O)(=O)CC)CC3)cn2c1N(CC)CCN(C)C	nt	-2	12	2	nt	9	6	1	1	-4	-13
COc1ccc(OCC(=O)O/N=C(\N)c2ccc(OC)cc2)cc1	5	-4	-19	-13	-14	-10	7	0	7	1	8
O=C(NC1=NCCS1)c1ccc(Cl)c(S(=O)(=O)N2CCCCC2)c1	-3	7	-10	-32	1	-3	nt	7	-46	-20	-15
CC(C)c1ccc(OCC(=O)N(Cc2ccco2)C2CCS(=O)(=O)C2)cc1 (centres undefined)	-21	-2	-4	-3	-10	11	nt	3	-15	-3	6

# 3 entries already listed, sorted by heavy-atom count, descending.
molecule	EBV LMP1 NFkB	TROY NFkB inh	LRH-1 inv ag	SRC1 inh	TLR9-MyD88 inh	NOD2-RIPK2 inh	Vif imaging	TRAIL sens C8	NCOA3 inh	NCOA2 inhibitor	COUP-TFII inh
COc1ccccc1-n1cnc2c(c1=O)c1nc3ccccc3nc1n2-c1ccc(C)cc1	-7	26	-6	8	-5	-4	-6	22	17	9	7
CC(C)(CC(=O)O)CC(=O)Nc1ccc(Oc2ccc(C(C)(C)C)cc2)nc1	nt	11	-2	-6	nt	-16	8	9	36	5	0
CC1(C)N([O-])C(c2ccccc2)=C[N+](=O)C1(C)C	-9	-4	15	4	-10	2	-2	-15	5	23	9

# Later entries.
molecule	EBV LMP1 NFkB	TROY NFkB inh	LRH-1 inv ag	SRC1 inh	TLR9-MyD88 inh	NOD2-RIPK2 inh	Vif imaging	TRAIL sens C8	NCOA3 inh	NCOA2 inhibitor	COUP-TFII inh
Cc1nc2cc(NS(=O)(=O)c3cccc(F)c3)ccc2s1	-4	22	17	-13	8	2	21	-2	11	-30	-1
c1ccc(-c2cnc(CSc3ncnc4sccc34)o2)cc1	-19	-8	-17	-5	-13	9	-5	0	-3	-53	-10
Nc1n[nH]c(-c2cccc([N+](=O)[O-])c2)n1	-2	-2	1	7	0	0	2	5	14	-12	0
Cc1ccsc1/C=C1\CCc2ccccc2C1=O	17	35	-68	-86	5	2	-1	79*	-67	-5	-24
FC(F)(F)c1ccccc1NC(=S)N1CCc2ccccc2C1	2	-7	-15	7	4	-9	-3	-5	14	15	6
COc1cccc(NC(=O)C(C)Oc2ccccc2)c1 (centres undefined)	-9	6	3	1	-7	-5	5	-2	-6	-19	-27
O=S(=O)(Cc1ccc(Cl)cc1)N1CCN(Cc2ccc3c(c2)OCO3)CC1	-5	-13	5	-5	1	8	-13	-1	-16	-22	-5

# Exported with each value named: entries from further up.
Cc1nc2cc(NS(=O)(=O)c3cccc(F)c3)ccc2s1
  EBV LMP1 NFkB = -4
  TROY NFkB inh = 22
  LRH-1 inv ag = 17
  SRC1 inh = -13
  TLR9-MyD88 inh = 8
  NOD2-RIPK2 inh = 2
  Vif imaging = 21
  TRAIL sens C8 = -2
  NCOA3 inh = 11
  NCOA2 inhibitor = -30
  COUP-TFII inh = -1

c1ccc(-c2cnc(CSc3ncnc4sccc34)o2)cc1
  EBV LMP1 NFkB = -19
  TROY NFkB inh = -8
  LRH-1 inv ag = -17
  SRC1 inh = -5
  TLR9-MyD88 inh = -13
  NOD2-RIPK2 inh = 9
  Vif imaging = -5
  TRAIL sens C8 = 0
  NCOA3 inh = -3
  NCOA2 inhibitor = -53
  COUP-TFII inh = -10
